# Screens (PubChem BioAssay)
# Shiga inhibitor: inhibitors of Shiga toxin in Vero cells | inhibition, % at 38.7 µM | hit rate 9.2% among 290,000 | AID 2315 | Vero cells, Shiga toxin protein synthesis inhibition reporter; in the data active = inhibition mostly above about 28%, no sharp cut-off; inactive = mostly below about 43%; note: 0% is about no effect
# Sm TGR block: blocks Schistosoma mansoni thioredoxin glutathione reductase; hit rate 3% among 360,000; Q962Y6; purified TGR, DTNB reduction, TNB absorbance 405 nm; Potency, µM (highest dose often 114 µM), inactives show at the top dose activity change, negative = inhibition, most hits filed as inhibitors; note: potency is the fitted concentration of half-maximal effect; % is set by controls: 0 for no effect and ±100 for the full control effect; nearly all actives have a fitted effect of over 60% in size
#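 TGR 20 nM + NADPH 100 uM (dispensed conc.), cpd preinc 15 min RT; start with NADPH (500 uM addition) then DTNB (15 mM addition). Kinetic TNB absorbance, 405 nm filter. Four-parameter Hill fit across titration.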
# Pf growth 48h: P. falciparum growth inhibition at 48 hours (one generation) | P. falciparum luciferase growth in erythrocytes, 48 h | AID 504832 | hit rate 5.9% among 310,000 | Potency, µM (series often up to 28.7 µM), for the others: top-dose activity change, negative = inhibition, most hits filed as inhibitors; note: potency is the fitted concentration of half-maximal effect; % is set by controls: 0 for no effect and ±100 for the full control effect
#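 Cell-based growth assay: transgenic P. falciparum expressing firefly luciferase, cultured in red cells within RPMI 1640 containing 0.5% w/v Albumax, 24 mM bicarbonate and gentamycin. A drop in luciferase activity indicates inhibition.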
# CHX counter: affects cycloheximide protein synthesis inhibition readout, counter-screen; hit rate 12% among 300,000; cell reporter, cycloheximide protein synthesis inhibition counterscreen; max response, %; AID 2314; in the data active = max response mostly above about 13%, no sharp cut-off; inactive = mostly below about 14%; note: read at 38.3 µM for the half of the compounds with a filed dose; 0% is about no effect
# FBPA Giardia inh: Giardia lamblia aldolase inhibition; A8B2U2; purified Giardia FBPA; Potency, µM (series often up to 59.6 µM), for the others: top-dose activity, negative = inhibition, usual class: inhibitors; hit rate 0.71% among 290,000; note: potency is the fitted concentration of half-maximal effect; % is set by controls: 0 for no effect and ±100 for the full control effect; nearly all actives have a fitted effect of over 55% in size
# Target sequence (A8B2U2 whole entry, looked up): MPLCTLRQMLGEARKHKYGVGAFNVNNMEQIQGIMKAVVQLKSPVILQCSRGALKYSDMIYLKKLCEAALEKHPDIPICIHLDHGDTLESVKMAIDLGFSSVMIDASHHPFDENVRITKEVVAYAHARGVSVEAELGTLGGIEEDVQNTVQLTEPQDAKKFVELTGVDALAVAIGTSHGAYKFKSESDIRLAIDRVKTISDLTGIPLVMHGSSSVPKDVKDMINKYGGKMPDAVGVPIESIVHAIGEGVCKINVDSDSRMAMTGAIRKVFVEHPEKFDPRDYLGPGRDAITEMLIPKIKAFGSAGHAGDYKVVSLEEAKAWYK
#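 Giardia FBPA (40 nM reagent) was preincubated 10 min at RT with compound (up to 57.5 uM final), then substrate plus GAPDH/TPI/NAD/arsenate coupling system with diaphorase/resazurin was added; resorufin fluorescence (525/598 nm) was read after 20 min.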
# Pf growth 96h: P. falciparum growth inhibition at 96 hour, primary screen for plastid delayed-death inhibitors; P. falciparum luciferase reporter growth, 96 h; Potency, µM (series often up to 28.7 µM), without a hit: top-dose activity change, negative = inhibition, hits mostly inhibitors; hit rate 6.9% among 320,000; AID 504834; note: potency is the fitted concentration of half-maximal effect; % is set by controls: 0 for no effect and ±100 for the full control effect
#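 Luminescence readout: decreased luciferase signal marks inhibited growth of reporter-expressing P. falciparum in infected red cells (2% hematocrit, 0.05% parasitemia final), exposed to compound two generations (96 h, 37 C, 5% CO2).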
# The depositor's hits bear a star; i = inactive; ? = inconclusive; · = not tested or not shown; [ ] = dose if it differs, or a comment. Unless noted, calls come from the whole dose curve; as a rule, active = well fitted curve in the direction sought with a large enough effect; inconclusive = small, poorly fitted or top-dose-only effect, or another doubt; inactive = no such curve, though single readings can be large; an effect the other way counts as inactive or inconclusive. Rows were taken by chance (roughly 24% active in at least one column).
SMILES	Shiga inhibitor	Sm TGR block	Pf growth 48h	CHX counter	FBPA Giardia inh	Pf growth 96h
Cc1cc(NCc2ccccc2)c2ccccc2n1	-8	-1%	3.3µM*	-2	?	?
CCn1c(SCC(=O)N2CCCc3ccccc32)nc2c(c1=O)SC(C)C2 (stereo unspecified)	-2	-10%	?	-1	7%	?
O=C(NCCCN1CCOCC1)c1ccc(N2CCOCC2)c([N+](=O)[O-])c1	-5	2%	-13%	0	·	11%
COC(=O)COc1ccc(/C=N/NS(=O)(=O)c2ccccc2)cc1	·	1%	-9%	-1	-21%	-47%
CC1(C)CC(=O)C(C=NCCN2CCN(CCCCS(=O)(=O)O)CC2)=C(O)C1	11	?	?	-3	-3%	-28%
N#CC1=C(SCc2ccccc2Cl)NC(=O)C(C(N)=O)C1 (stereo unspecified)	12	0%	0%	-4	-1%	-14%
Cc1ccc2oc(=O)c3cnn(CC(=O)NCCN4CCOCC4)c3c2c1	-1	?	13%	-2	2%	9.3µM*
CCC(C)n1c(SCC(=O)Nc2cc(C(C)(C)C)nn2-c2ccccc2)nc2ccccc2c1=O (stereo unspecified)	15	0%	10µM*	-2	-6%	5.9µM*
Cc1ccc2cc(C3CC(c4ccco4)=NN3S(C)(=O)=O)c(Cl)nc2c1 (stereo unspecified)	-2	11µM*	?	8	-7%	42%[activator]
CC(=O)c1cccc(CN2CCCC(C(=O)Nc3cccc(-n4cccn4)c3)C2)c1 (stereo unspecified)	-2	-25%	?	-2	·	23%
COc1ccc(-c2ccc(S(=O)(=O)NCC3CCCO3)cc2)cc1 (stereo unspecified)	-60	1%	13%	7	3%	?
COCCn1c(SCC(=O)NCc2ccco2)nnc1-c1c[nH]c2ccccc12	-7	-19%	-17%	-3	0%	5%
O=C(NNC1=NCCCCC1)c1ccccc1	18	7%	2%	13	0%	37%[activator]
COc1ccccc1CNC(=O)Cc1csc(NC(=O)Nc2ccccc2OC)n1	·	7%	?	·	·	13µM*
O=C(COC(=O)c1cccnc1Cl)Nc1ccc2c(c1)OCO2	97*	-1%	90%[activator]	32*	-10%	-9%
O=C(c1ccc(S(=O)(=O)N2CCOCC2)cc1)N(c1ccccn1)C1CCCCC1	-8	2%	-10%	1	-2%	-1%
O=C(COC(=O)C1CCN(S(=O)(=O)c2cccc3cccnc23)CC1)c1ccccc1	-12	-2%	-3%	1	3%	?
O=C(NCC1CCCO1)c1cccc2ccccc12 (stereo unspecified)	-6	-1%	8%	-3	4%	?
O=C(c1ccccc1SCc1ccc(F)cc1)N1CCOCC1	-2	3%	-18%	7	-5%	34%[activator]
CCOc1ccc(NCc2nnc(SCC(=O)Nc3cc(C)on3)n2-c2ccccc2OC)cc1	9	-17%	?	-3	?	15%
S=c1[nH]ncn1/N=C/c1ccccn1	-15	-2%	-6%	-4	?	·
C=C1c2ccccc2O[C@H](C(=O)OCC)[C@@H]1CC(C)(C)c1ccccc1	i	·	·	1	5%[89.2 µM]	·
Cc1[nH]c2ccccc2c1C(=O)CN1CCCCC1C (stereo unspecified)	-14	-5%	-5%	4	-3%	15µM*
O=C(NNC(=S)Nc1ccccc1)c1ccc(O)cc1	73*	20%	20%	45*	-1%	·
CN(C)c1nc2sc3c(c2c(=O)n1C)CC(C)(C)OC3	44*	-13%	21%	11*	-3%	28%
COC(=O)[C@H](Cc1c[nH]c2ccccc12)NC(=O)NCc1ccc(OC)c(OC)c1	21	-17%	-11%	-1	14%	1%
O=C(CNC(=O)c1ccc(Cl)cc1)Nc1ccccc1C(F)(F)F	-3	4%	1%	-4	3%	30%
O=C(Nc1ccc2c(c1)OCO2)c1cnn2c(C(F)(F)F)cc(-c3ccco3)nc12	-12	-8%[11.4 µM]	·	-1	2%	49%[activator]
CN(Cc1nc(-c2ccc(C(F)(F)F)cc2)no1)C1CCOCC1	-7	-11%	17%	9	8%	22%
COc1cccc(C2c3[nH]c4ccccc4c3CCN2C(=O)Cn2cncn2)c1OC (stereo unspecified)	-30	-3%[57.1 µM]	-56%	6	-1%	-6%
Cc1ccc(NC2=NC(c3ccc(C)cc3)n3c(nc(C)cc3=O)N2)cc1 (stereo unspecified)	-12	3%	?	-7	-6%	12µM*
CCN1CCN(C(=O)CCS(=O)(=O)c2cc3c(cc2Cl)NC(=O)CO3)CC1	-4	-2%	2%	-3	2%	?
COc1ccc(C(c2c(C)[nH]n(C(N)=S)c2=O)C(C#N)C#N)cc1 (stereo unspecified)	-3	-30%	-21%	-2	15%	?
Nc1nc(SCC(=O)N2CCN(c3ccccc3)CC2)n[nH]1	-1	9%	12%	-2	·	?
Cc1ccc(C)c(NC(=O)CSc2nnc(NC(=O)C3CC3)s2)c1	-3	2%	-6%	1	2%	-1%
O=C(Cn1cc([N+](=O)[O-])cn1)Nc1nccs1	-14	0%	24%	-1	-1%	25%
Fc1ccccc1C(c1nnnn1Cc1ccc2c(c1)OCO2)N1CCN(Cc2ccccc2)CC1 (stereo unspecified)	0	-22%	6.6µM*	-3	16%	1.9µM*
COP(=O)(NC(=O)C(Cl)(Cl)Cl)OC	20	10%	13%	1	0%	-13%
CCCCN(CC)Cc1c(O)ccc2c3c(c(=O)oc12)CCC3	-3	-1%	?	2	1%	-29%
Cc1nc2ccc([N+](=O)[O-])cc2c(=O)n1Cc1ccc(Br)cc1	17	-4%	4%	-1	9%	3.3µM*
CCCCN(C(=O)c1ccc(C)cc1)c1c(N)n(CCC)c(=O)[nH]c1=O	-7	3%	-1%	-4	10%	6%
Cn1c(SCC(=O)NC(=O)NCc2ccccc2)nnc1C(F)(F)F	·	-7%	-3%	·	·	-8%
CC(NC(=O)c1ccco1)c1ccc2c(c1)OCCO2 (stereo unspecified)	-2	-3%	-13%	-2	-4%	·
Cc1cc(C)nc(N2CCC(C(=O)NNC(=O)c3ccccc3)CC2)n1	-8	-2%	-19%	-3	4%	-16%
CN1CCN(S(=O)(=O)c2ccc(NC(=S)NC(=O)C3CC3)cc2)CC1	12	-12%	-12%	1	2%	0%
CCCNS(=O)(=O)c1ccc(CCC(=O)Nc2ccc3c(c2)OCCO3)cc1	18	0%	?	-4	4%	?
COc1ccc(-c2cn(Cc3ccc(C(=O)NCc4ccc(C)cc4)cc3)c(C(C)N)n2)cc1 (stereo unspecified)	·	1%	12µM*	·	·	?
O=C(Nc1ccccc1)C1=C[C@@H](c2ccc(C(F)(F)F)cc2)C[C@@H](OCc2ccc(CO)cc2)O1	17	6%	?	9	-8%	?
COc1ccc(CCNC(=O)Cn2cnc3c(nnn3Cc3ccccc3F)c2=O)cc1OC	9	-1%	?	-2	3%	28%
COc1ccc(NC(=O)C2CC(c3ccc(OC)c(OC)c3)=NO2)cc1OC (stereo unspecified)	-15	2%	-4%	1	-14%	13µM*
COC(=O)[C@H](Cc1ccccc1)NC(=O)C1(OC(C)=O)CC(OC(C)=O)C(OC(C)=O)C(OC(C)=O)C1 (stereo partly specified)	-4	-9%	1%	-3	5%	4%
Cc1ccc(S(=O)(=O)N2CCCC(C(=O)Nc3ccc(NC(=O)c4ccccn4)cc3)C2)cc1 (stereo unspecified)	20	1%	?	9.1*	-1%	·
CC(OC(=O)Cn1[nH]c(=O)c2ccccc2c1=O)C(=O)Nc1ccc(F)cc1Cl (stereo unspecified)	·	-2%	?	·	·	13%
O=C(O)c1[nH]c2ccccc2c1CC(=O)N1CCN(c2ccccc2)CC1	-15	-23%	1%	1	12%	22%
CN1CCN(c2c(C#N)c(C(F)(F)F)nn2C)CC1	15	6%	14%	-1	4%	10%
CC(C)(C)c1ccc(C(=O)Nc2ccc(Oc3cccnc3)nc2)cc1	-4	-11%	?	2	-6%	?
CCc1ccc(/C=C2/SC(=S)N(CCC(=O)NCCCN3CCOCC3)C2=O)cc1	91*	7%	?	48*	7%	?
COc1cccc(/C=N/NC(=O)CNC(=O)c2ccc(S(=O)(=O)N3CCOCC3)cc2)c1OC	-4	-8%	2%	0	5%	29%
Cc1n[nH]c(C)c1S(=O)(=O)N1CCc2ccccc21	-19	-4%	?	-1	-18%	-21%
CCc1nnc2sc(-c3ccc(NC(=O)c4ccc5c(c4)OCCO5)cc3)nn12	-7	5%	?	7	4%	0%

# (continued)
SMILES	Shiga inhibitor	Sm TGR block	Pf growth 48h	CHX counter	FBPA Giardia inh	Pf growth 96h
Cc1nc2ccccc2c2oc(C(=O)N3CCN(c4ccc([N+](=O)[O-])cc4)CC3)cc12	-2	-11%	5%	-4	18%	22%
NNC(=O)c1ccc2[nH]c3c(c2c1)CCCC3	16	0%	19%	5	-6%	-4%
Cn1cccc1C(=O)NC(=O)COC(=O)C12CC3CC(CC(O)(C3)C1)C2	53*	-4%	·	43*	-9%	181%[activator]
Cc1nn(C)c(NC(=O)c2ccc([N+](=O)[O-])cc2)c1Cl	-6	-13%	0%	0	3%	0%
Cc1ccc(CN2[C@@H]3c4ccccc4C[C@@H]3OCCS2(=O)=O)cc1	-5	-9%	36%[activator]	-2	-3%	75%[activator]
C[C@H](NC(=O)c1ccccc1Cl)C(=O)OCC(=O)N1CCN(c2ccccc2)CC1	·	-5%	-13%	·	·	?
CN(C)S(=O)(=O)c1ccc2c(c1)nc(CCC(=O)Nc1ccc(N3CCOCC3)cc1)n2C	10	2%	?	-1	11%	-12%
COc1ccc(NC2CCCN(C(=O)CSc3ccccc3)C2)cc1OC (stereo unspecified)	-32	-23%	-25%	-3	·	5%
